Giardia kill – Small Molecules that selectively kill Giardia lamblia: qHTS; actives 0.15% (n = 340,000); activity change, % at 7.66 µM, hits read low; Giardia lamblia trophozoite viability; in the data active = activity change below about -80%; inconclusive = between about -30% and that limit;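 note: parasites exposed to compound for two days anaerobically before the ATP read; % is set by controls: 0 for no effect and ±100 for the full control effect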
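Killing of trophozoites was scored by loss of ATP luminescence after a 48 hrs anaerobic exposure to compounds at 37 deg C, using 100 cells per well.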
FLuc counter – qHTS profiling assay for firefly luciferase inhibitor/activator using purifed enzyme and Km concentrations of substrates (counterscreen for miR-21 project); purified FLuc, Km substrates, luminescence inhibition; Potency, µM (doses to about 57.5 µM), without a hit: top-dose activity change, negative = inhibition, hits mostly inhibitors; actives 6.9% (n = 360,000);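 note: potency is the fitted concentration of half-maximal effect; plate controls were vehicle for no effect and reference inhibitor for full effect; nearly all actives have a fitted effect of over 55% in size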
Target sequence (P08659 whole entry, looked up): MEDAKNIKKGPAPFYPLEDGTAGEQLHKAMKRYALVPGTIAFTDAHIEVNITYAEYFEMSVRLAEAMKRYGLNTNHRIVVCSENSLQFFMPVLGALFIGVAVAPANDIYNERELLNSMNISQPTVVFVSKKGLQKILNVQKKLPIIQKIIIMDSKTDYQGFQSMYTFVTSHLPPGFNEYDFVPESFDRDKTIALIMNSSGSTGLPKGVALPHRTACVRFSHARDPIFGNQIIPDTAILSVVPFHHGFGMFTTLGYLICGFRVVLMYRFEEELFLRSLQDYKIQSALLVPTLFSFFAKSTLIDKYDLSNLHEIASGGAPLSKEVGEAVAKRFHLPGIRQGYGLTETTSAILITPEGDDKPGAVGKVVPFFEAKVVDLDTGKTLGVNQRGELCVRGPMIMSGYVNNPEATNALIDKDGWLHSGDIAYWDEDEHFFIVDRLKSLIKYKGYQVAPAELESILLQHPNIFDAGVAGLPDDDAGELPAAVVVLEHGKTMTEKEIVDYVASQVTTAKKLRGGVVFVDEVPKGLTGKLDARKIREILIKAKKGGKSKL
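Purified P. pyralis luciferase (10nM final) with 10uM D-luciferin and 10uM ATP (Km levels) in 50mM Tris acetate pH 7.5, 10mM Mg acetate, 0.01% Tween-20, 0.05% BSA; qHTS 6-point titration, ~60 µM downward; luminescence read.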
Gal4-VP16 FLuc – VP16 counterscreen qHTS for inhibitors of ROR gamma transcriptional activity | Drosophila S2 Gal4-VP16 UAS-luciferase, luminescence, 20 h | Potency, µM (titrated, usually from 53.6 µM), for inactives: top-dose activity, negative = inhibition, most hits filed as inhibitors | actives 3.5% (n = 310,000) | AID 2546, 2010;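 note: Gal4-VP16 expression switched on by copper sulfate through the metallothionein promoter; potency is the fitted concentration of half-maximal effect; % is set by controls: 0 for no effect and ±100 for the full control effect; nearly all actives have a fitted effect of over 50% in size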
KCNH2 3.1 inh – qHTS for Inhibitors of KCHN2 3.1: Mutant qHTS; activity change, % (tested at about 1.8 µM); Potassium voltage-gated channel subfamily H member 2, brain isoform KCNH2 3.1 (human); U2OS KCNH2 3.1, thallium flux FluxOr; active compounds read low; AID 720553, 2013; actives 0.95% (n = 340,000);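 active = maximum activity change below -70%; inconclusive = maximum activity change from -70% to -50%; inactive = maximum activity change above -50%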;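 note: thallium influx rate constant from kinetic fluorescence after stimulation buffer; % is set by controls: 0 for no effect and ±100 for the full control effect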
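We transduce U2OS cells with the mutant 3.1 virus, culture them overnight, load FluxOr with Red40 quencher for 45 min, then add stimulation buffer and read kinetically for 2 min to derive a normalized rate constant.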
ELG1 genotoxic – qHTS screen for small molecules that induce genotoxicity in human embryonic kidney (HEK293T) cells expressing luciferase-tagged ELG1. Potency, µM (highest dose often 46 µM), for inactives: at the top dose activity change, positive = activation, usual class: activators. AID 504466, 2011. actives 1.3% (n = 330,000). HEK293T ELG1-luciferase reporter, luminescence, 16 h; note: potency is the fitted concentration of half-maximal effect; % of control where 0% means no effect; nearly all actives have a fitted effect of over 60% in size
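Step 1: seed 2,000 HEK293T ELG1-luciferase cells per well. Step 2: add compound or DMSO, incubate 16 hr at 37 °C. Step 3: ONE-Glo, 30 min at room temperature, read luminescence.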
NPC1 promoter act – qHTS Assay for NPC1 Promoter Activators; actives 2.4% (n = 320,000); Potency, µM (series often up to 9.22 µM), without a hit: at the top dose activation, actives largely listed as activators; Huh7 NPC1 promoter luciferase reporter, 24 h;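 note: potency is the fitted concentration of half-maximal effect; % of control where 0% means no effect; nearly all actives have a fitted effect of over 60% in size; reporter is driven by a mutant NPC1 promoter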
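Stably transfected Huh7 (NPC1 promoter→luciferase), 1500 cells/well in Opti-MEM + 10% FBS, 2 h settle, then compound 24 h at 37 °C. Luminescence after 10 min with Amplite reagent.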
uPA surface inh – qHTS for Inhibitors of Cell Surface uPA Generation; actives 0.31% (n = 330,000); Potency, µM (doses to about 38.3 µM), inactives show top-dose activity change, negative = inhibition, hits mostly inhibitors; cell surface uPA generation assay, qHTS; active = well fitted inhibition curve with a large enough effect; inconclusive = small, poorly fitted or top-dose-only effect; inactive = no such curve, though single readings can be large or run the other way; tested in mouse RAW 264.7 cells; note: potency is the fitted concentration of half-maximal effect; % is set by controls: 0 for no effect and ±100 for the full control effect; nearly all actives have a fitted effect of over 55% in size
FBPA coupling cs – qHTS Assay for Inhibitors of Fructose-1,6-bisphosphate Aldolase from Giardia Lamblia: Coupling assay counterscreen. actives 0.67% (n = 290,000). coupling enzyme system counterscreen, AmpLite Red fluorescence. activity change, negative = inhibition, % at 58.2 µM, hits read low; in the data active = activity change below about -30%; note: % is set by controls: 0 for no effect and ±100 for the full control effect
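Final compound at 57.5 uM, incubated 10 min at RT with coupling enzyme reagent (glyceraldehyde-3-phosphate), then 20 min with substrate and AmpLite Red detection. Fluorescence read at 525/598 nm; tests interference with the coupling assay, not aldolase inhibition.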
Tb PFK block – qHTS Assay to Find Inhibitors of T. brucei phosphofructokinase. ATP-dependent 6-phosphofructokinase (Trypanosoma brucei brucei), O15648. T. brucei PFK, ADP-Glo luminescence. Potency, µM (highest dose often 57.5 µM), for inactives: at the top dose activity, negative = inhibition, usual class: inhibitors. actives 0.17% (n = 330,000);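 note: potency is the fitted concentration of half-maximal effect; 0% = uninhibited 1x PFK enzyme wells and -100% = no-enzyme wells; nearly all actives have a fitted effect of over 60% in size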
Target sequence (O15648 whole entry, looked up): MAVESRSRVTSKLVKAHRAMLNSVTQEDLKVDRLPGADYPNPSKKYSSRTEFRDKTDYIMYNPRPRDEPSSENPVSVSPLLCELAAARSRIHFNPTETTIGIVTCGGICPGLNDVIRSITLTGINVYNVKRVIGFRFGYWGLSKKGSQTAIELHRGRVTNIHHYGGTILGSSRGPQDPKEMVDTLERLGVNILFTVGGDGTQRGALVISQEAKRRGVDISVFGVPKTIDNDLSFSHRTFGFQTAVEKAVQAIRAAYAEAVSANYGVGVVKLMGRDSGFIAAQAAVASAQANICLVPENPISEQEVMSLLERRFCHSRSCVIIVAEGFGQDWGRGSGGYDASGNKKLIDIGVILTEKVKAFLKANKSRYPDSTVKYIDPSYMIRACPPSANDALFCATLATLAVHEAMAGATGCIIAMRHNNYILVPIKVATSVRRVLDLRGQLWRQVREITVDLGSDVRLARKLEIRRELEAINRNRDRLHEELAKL
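ADP-Glo luminescence quantified ADP after 45 min at room temperature, with 1.25 nM T. brucei PFK, 0.1 mM ATP and 0.5 mM fructose-6-phosphate in pH 8.0 TEA buffer. qHTS titrations up to 57 µM; curves classified by quality.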
Rab9 prom act – qHTS Assay for Rab9 Promoter Activators. AID 485297, 2010. Huh7 Rab9 promoter-luciferase reporter, luminescence, 24 h. actives 2.8% (n = 320,000). Potency, µM (series often up to 9.22 µM), for inactives: at the highest dose activation, negative = inhibition, hits mostly activators; note: potency is the fitted concentration of half-maximal effect; % of control where 0% means no effect; nearly all actives have a fitted effect of over 60% in size
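Huh7 cells stably carrying a Rab9 promoter-luciferase reporter, 1500 cells per well in OP-MEM I with 10% FBS, treated with compound 24 hours at 37C. Luciferase activity read by luminescence after 10 minutes with Amplite reagent.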
RORg inh – qHTS for inhibitors of ROR gamma transcriptional activity. Nuclear receptor ROR-gamma (Mus musculus), P51450. Drosophila S2 Gal4-RORgamma UAS-luciferase reporter, 20 h. Potency, µM (titrated, usually from 53.6 µM), for the others: top-dose activity change, negative = inhibition, most hits filed as inhibitors. actives 5.4% (n = 310,000). AID 2551, 2010; note: potency is the fitted concentration of half-maximal effect; % is set by controls: 0 for no effect and ±100 for the full control effect; nearly all actives have a fitted effect of over 60% in size
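A Gal4/UAS one-hybrid system in insect cells: metallothionein-promoter Gal4–ROR gamma fusion plus Photinus luciferase reporter. Copper sulfate 700 uM final, 20 hr ambient incubation, luminescent detection after 10 min with reagent.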
Active calls of the source: *; ? = inconclusive; . = no result given; [ ] = dose if it differs, or a comment. Unless noted, calls come from the whole dose curve; as a rule, active = well fitted curve in the direction sought with a large enough effect; inconclusive = small, poorly fitted or top-dose-only effect, or another doubt; inactive = no such curve, though single readings can be large; an effect the other way counts as inactive or inconclusive. Hits appear at their usual frequency (roughly 14% active in at least one column).

Molecule	Giardia kill	FLuc counter	Gal4-VP16 FLuc	KCNH2 3.1 inh	ELG1 genotoxic	NPC1 promoter act	uPA surface inh	FBPA coupling cs	Tb PFK block	Rab9 prom act	RORg inh
Cn1ccsc1=NC(=O)c1ccc(S(C)(=O)=O)c([N+](=O)[O-])c1	-9.5	4.78µM*	-2.5%	16.0	11.6%	?	?	.	-4.4%	30.0%	3.8%
Cc1ccc([N+](=O)[O-])c(OCc2ncc(Cl)n2C)c1	-19.3	?	20.1%	12.0	5.8%	?	-6.4%	-0.1	-0.2%	10.5%	-40.6%
CC(=O)c1cccc(NC(=O)NCc2ccc3c(c2)OCO3)c1	19.2	?	-0.2%	-0.6	-7.1%	28.5%	10.2%	2.2	1.3%	20.9%	18.1%
CC(C)(C)Cc1nnc(NS(=O)(=O)c2ccccc2)s1	-15.3	-12.2%	-0.6%	-5.9	0.9%	0.2%	.	8.3	-0.6%	-2.4%	26.8%
Cc1ccnc(NC(=O)CCCOc2cc(=O)n(C)c3ccccc23)c1	9.7	-10.8%	-1.8%	5.4	-8.3%	?	-14.2%	0.1	0.2%	-28.6%	?
CC(C)(C)c1ccc(C(=O)Cn2cnnc2C#N)cc1	2.2	-16.8%	15.1%	-23.5	2.9%	1.0%	-0.7%	0.2	0.4%	4.0%	20.0%
COc1ccc2c(c1)C(=NNC(=O)c1ccccn1)c1cc(OC)ccc1-2	-6.9	-5.2%	3.98µM*	16.2	-2.4%	-5.8%	3.3%	-2.4	0.0%	3.1%	2.82µM*
COc1ccccc1/C=C1\SC(=S)N(CCC(=O)NCCc2ccc(O)cc2)C1=O	3.1	-7.9%	-13.1%	-1.3	-10.3%	-2.9%	-5.4%	.	-1.0%	0.5%	2.0%
Cc1cccc(NC(=S)N2CCN(S(=O)(=O)c3cccc(F)c3)CC2)c1	35.9[activator]	0.7%	1.5%	1.7	-1.5%	-1.4%	-20.0%	0.0	0.5%	-4.9%	11.2µM*
O[C@@H]1CN(Cc2ccccc2Cl)CC[C@H]1N1CCOCC1	-5.7	6.3%	1.3%	-15.1	-2.0%	-2.9%	-19.2%	-0.8	1.0%	-1.0%	5.4%
Cn1c(=O)c2c(ncn2CC(=O)Nc2nnc(Cc3ccccc3)s2)n(C)c1=O	-4.1	1.7%	-3.2%	2.0	-4.1%	0.6%	0.2%	0.6	13.3%	-4.0%	2.3%
CCn1cc(C(=O)OCc2ccc(F)cc2)c(=O)c2ccc(C)nc21	5.8	0.9%	-19.7%	0.7	-5.0%	2.1%	4.9%	3.6	2.9%	-3.9%	-16.1%
O=C(CNC(=O)c1ccc(Br)o1)NNC(=O)c1cccc(Cl)c1	28.1	-0.3%	.	-9.8	-6.4%	-0.8%	-1.5%	.	0.0%	-2.6%	.
O=C1c2ccccc2C(=O)N1CSc1nnc2c3ccccc3n(CCc3ccccc3)c2n1	4.6	-0.7%	-0.7%	20.3	-0.2%	-4.5%	1.0%	-0.2	1.7%	-0.5%	-15.6%
N#CCc1nc2c3c4c(sc3ncn2n1)CCCC4	0.9	1.5%	9.0%	8.4	-3.5%	-1.7%	-7.3%	2.3	-0.7%	2.7%	-31.5%
C/C(=C1\SC(N2CCOCC2)=NC1=O)c1ccc(C)cc1	8.5	8.3%	-4.8%	16.1	-3.0%	-1.0%	-10.6%	4.7	3.2%	1.3%	14.2%
O=C(CSc1nnc(-c2ccc3c(c2)OCO3)o1)Nc1ncc(Cl)cc1Cl	-4.0	-9.0%	0.562µM*	0.4	8.1%	23.0%	?	1.2	-0.6%	27.1%	0.794µM*
O=C(CN1C(=O)NC(Cc2ccccc2)C1=O)Nc1ccc(F)c(F)c1F (stereo not given)	-22.6	.	.	-0.3	0.8%	-4.9%	3.2%	.	-5.0%	0.2%	.
O=C(CSc1nc2[nH]c(=O)cc(O)c2s1)Nc1cc(Cl)cc(Cl)c1	-5.0	1.6%	-7.4%	15.9	-0.7%	2.6%	5.7%	13.0	-1.3%	-6.8%	-24.6%
O=C(COC(=O)c1ccc[nH]c1=O)Nc1cc(S(=O)(=O)N2CCCCC2)ccc1Cl	-20.8	-2.8%	0.7%	12.8	2.7%	-5.2%	-5.8%	0.7	0.1%	-1.8%	-2.4%
Cc1nc(SCc2cccnc2)[nH]c(=O)c1C	-11.0	-11.5%	-10.2%	15.7	11.4%	-1.9%	1.3%	-2.4	-1.7%	-3.0%	-1.8%
COCCn1c(SCC(=O)N2CCc3ccccc3C2)nc2ccccc2c1=O	1.6	-0.5%	-6.4%	-10.3	-1.1%	-2.9%	4.5%	3.8	0.7%	-3.4%	27.6%
CCn1c(NCc2ccccc2NS(=O)(=O)c2ccc(C)cc2)nc2ccccc21	-4.3	0.1%	-13.3%	-24.7	-4.4%	-6.5%	-10.4%	-1.0	0.0%	-0.1%	19.3%
O=C(CSc1nnc(SCc2ccc(Cl)cc2)s1)N/N=C/c1ccc(Cl)cc1Cl	4.2	-18.4%	-18.2%	-8.2	6.7%	1.6%	1.8%	0.7	1.8%	-2.8%	-28.0%
Nc1nnc(SCC(=O)OCC(=O)Nc2ccccc2F)s1	4.3	-8.3%	-5.7%	0.9	-5.6%	-2.4%	-2.9%	0.3	-3.4%	0.5%	6.0%
Cc1cc(C)c(C(N)=O)c(Nc2ccc(F)cc2)n1	7.1	-1.5%	2.7%	5.2	3.6%	0.4%	1.8%	1.2	0.5%	3.0%	33.2%[1.91 µM]
CCN1CCN(C(c2ccc(F)cc2)c2nnnn2Cc2cccs2)CC1 (stereo not given)	10.8	1.7%	-1.5%	-3.3	1.2%	0.0%	2.1%	-2.5	-0.8%	8.7%	-2.6%
CC1CCN(C(=O)CCc2ccc(S(=O)(=O)NC(C)C)cc2)CC1	1.5	-0.7%	-5.6%	2.8	-2.3%	-0.4%	0.0%	3.6	0.3%	-3.7%	7.2%
CCOC(=O)CNC(=O)COc1coc(CN2CCN(Cc3ccccc3)CC2)cc1=O	19.1	-1.2%	2.7%	4.9	-1.1%	-0.9%	-11.7%	.	-2.8%	1.4%	-21.6%
Cc1cccc(OCCCC(=O)Nc2ccc(N3CCOCC3)cc2)c1	1.0	2.5%	11.3%	3.4	-2.6%	-0.9%	4.6%	-5.3	2.9%	-1.8%	23.3%
Cc1cc(C)nc(NS(=O)(=O)c2ccc(NC(=S)NC(=O)CC(C)C)cc2)n1	-15.9	0.8%	16.7%	-2.6	1.0%	-0.3%	-0.8%	3.9	1.6%	-6.1%	25.5%
CCOC(=O)c1cn2nc(Oc3ccc(C#N)cc3)ccc2n1	-18.3	-3.9%	3.0%	-1.7	0.6%	-3.4%	-3.3%	0.8	-4.8%	2.8%	0.3%
CC1CC(C)CN(C(=O)c2ccc3c(=O)n(Cc4ccc5c(c4)OCO5)c(=S)[nH]c3c2)C1 (stereo not given)	2.1	-2.4%	10µM*	-2.4	1.8%	-3.6%	.	12.4	-0.9%	3.8%	3.55µM*
CCOC(=O)C1(Cc2ccc(O)cc2)NC(c2ccco2)C2C(=O)N(c3ccccc3F)C(=O)C21 (stereo not given)	1.2	1.2%	-3.1%	6.7	5.1%	6.2%	5.8%	0.3	-0.9%	3.7%	-5.5%
COc1ccc(OC)c(NC(=O)CCN2CCN(c3ccccc3F)CC2)c1	-9.4	-2.1%	-10.4%	10.7	-11.4%	0.4%	1.8%	-2.9	2.6%	-0.2%	4.3%
CCN(C(=O)CSc1nc2cc(C(F)(F)F)ccc2n1Cc1ccccc1)C1CCS(=O)(=O)C1 (stereo not given)	-20.4	7.8%	-15.5%	-22.7	-1.1%	-0.6%	-5.4%	-1.9	1.9%	-3.2%	40.3%
CC(=O)c1cc(F)c(N2CCN(c3ccc([N+](=O)[O-])cc3F)CC2)cc1C	10.2	1.0%	-6.1%	-17.9	-2.0%	1.4%	.	0.3	2.2%	-1.8%	11.3%
CC(C)C(=O)Nc1cccc(C(=O)Nc2ccccc2C(=O)O)c1	-20.5	7.57µM*	?	0.4	-0.9%	6.6%	-7.2%	1.8	-0.9%	15.9%	-41.7%
